# Bioassay records from PubChem.
# Caspase-1 inhib – caspase-1 (human) inhibition, allosteric or competitive | P29466 | Caspase-1 enzyme, Ac-WEHD-AFC fluorogenic rate | Potency, µM (series often up to 57.5 µM), for inactives: top-dose activity change, negative = inhibition, most hits filed as inhibitors | 75,000 compounds, 0.03% hits | AID 900;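 further: potency means the concentration at half of the fitted maximal effect; plate controls were vehicle for no effect and no substrate for full effect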
# Target sequence (P29466 120-297 limits assumed): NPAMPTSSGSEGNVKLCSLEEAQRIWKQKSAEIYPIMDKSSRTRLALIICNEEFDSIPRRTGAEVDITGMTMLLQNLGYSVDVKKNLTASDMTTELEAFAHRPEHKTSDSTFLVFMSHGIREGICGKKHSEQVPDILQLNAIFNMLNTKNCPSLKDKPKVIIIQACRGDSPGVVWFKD
# Target sequence (P29466 317-404 limits assumed): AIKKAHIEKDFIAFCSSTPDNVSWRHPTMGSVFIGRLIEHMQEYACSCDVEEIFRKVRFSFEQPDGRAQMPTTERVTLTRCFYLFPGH
# USP2a inh – USP2a (human) protease inhibition. 60,000 compounds, 0.1% hits. O75604. USP2a enzymatic assay, qHTS inhibition. Potency, µM (titrated, usually from 38.3 µM), inactives show top-dose activity change, negative = inhibition, actives largely listed as inhibitors. AID 927;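 further: potency means the concentration at half of the fitted maximal effect; nearly all actives have a fitted effect of over 60% in size; plate controls were DMSO for no effect and NEM full inhibition control for full effect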
#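 Inhibition is measured in a cell-free coupled assay with 20 nM USP2 core, 20 nM Ub-PLA2 and 20 uM NBD C6-HPC, 2.5 h incubation. Activity normalized to NEM control.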
# FLuc inh – inhibitors of firefly luciferase; P08659; purified firefly luciferase, luminescence, 8 min; Potency, µM (highest dose often 57.1 µM), for inactives: at the highest dose activity change, negative = inhibition, most hits filed as inhibitors; 72,000 compounds, 2.2% hits; AID 411; further: potency means the concentration at half of the fitted maximal effect; on the % scale 0 is the no-effect control and ±100 the full control effect; nearly all actives have a fitted effect of over 40% in size
# Target sequence (P08659 whole entry, looked up): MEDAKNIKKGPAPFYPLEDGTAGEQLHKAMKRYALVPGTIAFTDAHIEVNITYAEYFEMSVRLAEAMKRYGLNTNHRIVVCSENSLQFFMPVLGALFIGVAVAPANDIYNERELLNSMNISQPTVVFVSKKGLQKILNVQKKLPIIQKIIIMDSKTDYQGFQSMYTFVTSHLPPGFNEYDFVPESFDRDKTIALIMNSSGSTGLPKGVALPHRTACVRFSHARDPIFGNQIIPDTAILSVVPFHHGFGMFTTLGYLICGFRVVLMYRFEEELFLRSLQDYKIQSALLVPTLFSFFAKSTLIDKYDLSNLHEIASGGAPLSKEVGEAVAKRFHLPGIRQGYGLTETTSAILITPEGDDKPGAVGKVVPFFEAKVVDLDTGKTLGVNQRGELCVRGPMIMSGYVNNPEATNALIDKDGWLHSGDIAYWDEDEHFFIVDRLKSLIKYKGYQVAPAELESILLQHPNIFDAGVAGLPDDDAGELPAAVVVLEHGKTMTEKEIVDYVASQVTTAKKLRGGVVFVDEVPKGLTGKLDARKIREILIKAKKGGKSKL
#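 qHTS concentration-response profiling: light output of P. pyralis luciferase with luciferin and 10 uM ATP, imidazole buffer pH 7.2. Read by luminescence after 8-min room-temperature incubation.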
# BRCT inh green – inhibitors of human BRCA1 BRCT-phosphoprotein interaction (green fluorophore); P38398; BRCA1 BRCT-phosphopeptide binding, green fluorescence polarization; Potency, µM (series often up to 76.9 µM), for the others: at the highest dose activity change, negative = inhibition, actives largely listed as inhibitors; 75,000 compounds, 0.05% hits; AID 875;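 further: potency means the concentration at half of the fitted maximal effect; plate controls were peptide without protein for full effect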
#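 Fluorescence polarization: His-tagged BRCT (~35 kDa BRCA1 C-terminus, 250 nM) bound to 100 nM fluorescein-labeled phosphorylated 10-aa BACH1 peptide, pH 7.3 phosphate buffer with DTT and Tween 20. Compounds incubated 12 min at room temperature; inhibition read as lowered polarization.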
# ERK AVP block – blocks ERK signaling stimulated by vasopressin; HEK293-V1b, vasopressin-stimulated pERK AlphaScreen; Potency, µM (top dose mostly 57.5 µM), for the others: at the top dose activity, negative = inhibition, actives largely listed as inhibitors; 72,000 compounds, 0.99% hits; further: potency means the concentration at half of the fitted maximal effect; on the % scale 0 is the no-effect control and ±100 the full control effect; nearly all actives have a fitted effect of over 55% in size
#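 V1b-HEK293 cells; cpd 30 min 37C; 25 nM vasopressin 5 min; lyse 10 min; AlphaScreen beads 5 hr RT. Normalized to DMSO basal and 25 nM vasopressin; AC50 by Hill fit.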
# A350 autofl – compound fluoresces in the Alexa 350 spectral region | Compound autofluorescence, 340/450 nm, Alexa 350 dye-equivalents; active compounds read high | max dye-equivalent concentration, M | 59,000 compounds, 11% hits | AID 590; in the data active means max dye-equivalent concentration above about 10 nM; inconclusive means mostly about 1.1 nM to 9.6 nM
# CRE Fsk mod – modulators of forskolin-stimulated CRE signaling in CHO cells; CHO CRE-bla reporter (cAMP response element driving beta-lactamase), forskolin EC10, beta-lactamase ratio; Potency, µM (titrated, usually from 38.2 µM), for the others: at the top dose activity change, negative = inhibition, most hits filed as activators; 71,000 compounds, 2.5% hits; AID 662; active means well fitted activation curve with a large enough effect in the signal ratio, with a control signal flat, not every such curve was filed as active; inconclusive means small, poorly fitted or top-dose-only effect, or effect the other way, or a change in a side signal; the % refers to the signal ratio; further: potency means the concentration at half of the fitted maximal effect; % of control where 0% means no effect
#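 Beta-lactamase reporter under a cAMP responsive element in CHO cells; compounds tested in titration series against EC10 NKH 477, 3 h at 37 °C. Read-out: CCF4 FRET ratio 460nm/530nm (excitation 405nm) giving %Activity, fitted to AC50.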
# Tau fil binding – binds recombinant human tau filaments; recombinant tau filaments, thioflavin S fluorescence, 15 h; filaments grown with octadecylsulfate alongside compound; Potency, µM (series often up to 57.1 µM), inactives show at the top dose activity change, negative = inhibition; 71,000 compounds, 2% hits;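 further: potency means the concentration at half of the fitted maximal effect; on the % scale 0 is the no-effect control and ±100 the full control effect; actives lower thioflavin S fluorescence by blocking filaments or displacing dye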
#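 Recombinant tau protein (human, 1 uM final) plus 30 uM ODS in HEPES pH 7.4 with NaCl, DTT and thioflavine S. Compound present from the start; fluorescence at 510 nm after 15 h, 37 C.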
# HEK293 cAMP ctrl – counter-screen for TSHR agonists: cAMP increase in parental HEK293; parental HEK293 CNG cAMP sensor, membrane potential fluorescence; Potency, µM (highest dose often 57.1 µM), inactives show top-dose activation, usual class: activators; 73,000 compounds, 2.5% hits; further: potency means the concentration at half of the fitted maximal effect; % of control where 0% means no effect; nearly all actives have a fitted effect of over 55% in size
#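 Parental HEK 293 cells stably expressing a modified CNG channel (no TSHR) report cAMP rise as membrane depolarization. Membrane potential dye with 100 uM RO 20-1724 was loaded for 60 min at room temperature, then compound added for 30 min; fluorescence read at 590 nm.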
# Casp7 inh – allosteric or competitive inhibitors of human caspase-7; P55210; 75,000 compounds, 0.02% hits; AID 889; recombinant caspase-7, Ac-DEVD-AFC fluorescence rate; Potency, µM (titrated, usually from 57.5 µM), without a hit: at the highest dose activity change, negative = inhibition, usual class: inhibitors; active means well fitted inhibition curve with a large enough effect in the main read-out, with a control signal flat, not every such curve was filed as active; inconclusive means small, poorly fitted or top-dose-only effect, or a change in a side signal; further: potency means the concentration at half of the fitted maximal effect; % of control where 0% means no effect
# BRCT PPI red – BRCT-phosphoprotein interaction inhibition (red fluorophore); P38398; AID 892; Potency, µM (series often up to 76.9 µM), for inactives: at the highest dose activity change, negative = inhibition, hits mostly inhibitors; BRCT-phosphopeptide binding, red fluorescence polarization; 75,000 compounds, 0.03% hits; further: on the % scale 0 is the no-effect control and ±100 the full control effect
#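 Fluorescence polarization: 100 nM His-tagged BRCA1 BRCT with 100 nM TAMRA-labelled phospho-BACH1 decapeptide, phosphate buffer pH 7.3 with 150 mM NaCl, DTT, 0.01% Tween 20; 12 min RT. Binding inhibition seen as FP decrease.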
# * marks the source's active call; other numbers are inactive results; i = inactive; ? = inconclusive; . = no result given; & = joins results of further samples; [ ] = dose if it differs, or a comment. Unless noted, the call rests on the fitted dose curve; in most records, active means well fitted curve in the direction sought with a large enough effect; inconclusive means small, poorly fitted or top-dose-only effect, or another doubt; inactive means no such curve, though single readings can be large; an effect the other way counts as inactive or inconclusive.
# Values run as follows: Caspase-1 inhib	USP2a inh	FLuc inh	BRCT inh green	ERK AVP block	A350 autofl	CRE Fsk mod	Tau fil binding	HEK293 cAMP ctrl	Casp7 inh	BRCT PPI red
Cc1nn(-c2ccccn2)c2c1C(c1ccsc1)C1=C(CCCC1=O)N2 (stereo unspecified)
  -7%	8%	2%	-1.6%	-14%	3.5e-07M*	3.2µM*	19%	3%	-4%	-0.6%
CCCn1c(=O)c2[nH]c(C3CCCC3)nc2n(CCC)c1=O
  1%&-2%	5%	0%[25.5 µM]	-2.2%&-0.4%	-9%&-21%	i	?	?	?	1%&0%	1.1%&-0.1%
COCCNc1cc(-c2ccccc2C(F)(F)F)ncn1
  -2%	-16%	-1%[2.29 µM]	0.4%	1%	i	?	9%	0.32µM*	3%	-0.1%
COC(=O)COc1ccc(S(=O)(=O)NCc2ccco2)cc1Cl
  -1%	3%	-1%	-2.8%	-19%	i	-3%	2%	0%	1%	-1.0%
COC(=O)C1CCCN1S(=O)(=O)c1ccc2ccccc2c1 (stereo unspecified)
  1%	-2%	2%	-0.6%	-11%	i	3%	-13%	14%	-1%	-1.5%
Cc1ccc2c(C)nc(NC3=NCN(CCc4ccccc4)CN3)nc2c1
  2%	7%	-3%	0.2%	1%	?	0%	53%	22%	-2%	-0.3%
O=C1CCCCCC1C1(O)C(=O)Nc2ccc(Br)cc21 (stereo unspecified)
  0%	-4%	4%	-1.6%	-7%	i	?	-3%	-1%	-2%	0.1%
O=C1C(Cl)=C(NCC2CCCO2)C(=O)N1c1ccccc1 (stereo unspecified)
  -3%	.	0%	0.2%	-9%	i	-5%	-8%	9%	-7%	2.2%
O=C(CSc1nccc(=O)[nH]1)N1c2ccccc2CCc2ccccc21
  -1%	17%	2%	-0.7%	-6%	i	-5%	-13%	?	-1%	0.8%
Cc1ccc(CNC(=O)c2cn(C3CCCCC3)c(=O)c3c2c2ccccc2n3C)o1
  -2%	20%	0%	-1.1%	-7%	3.1e-08M*	?	27%	?	-3%	-1.5%
COc1ccc(C(c2nnnn2CC2CCCO2)N2CCN(c3cccc(C)c3C)CC2)cc1 (stereo unspecified)
  -2%	128%[activator]	0%	-2.5%	-5%	i	-9%	-7%	7.9µM*	-2%	0.5%
COCCCNC(=O)c1cccc(C(=O)NCCCOC)c1
  -1%	3%[7.66 µM]	2%	-1.0%	6%	.	?	-1%[11.4 µM]	5%[11.4 µM]	2%	-0.4%
C/C(Cl)=C/CN1C(=O)C2C3C=CC(C3)C2C1=O (stereo unspecified)
  0%	-6%	-1%	-2.6%	-16%	i	1%	-7%	1%	3%	-1.9%
CCOc1ccc(NC(=O)N(C2CCCCC2)C2CCN(C(C)=O)CC2)cc1
  -3%	.	-1%	-2.7%	?	.	-12%	47%	-6%	-1%	2.0%
Cc1cc(C)nc(SCc2ccc(C(=O)O)o2)n1
  2%	-8%	1%	-3.4%	10%	i	-17%	4%	3%	-1%	-0.2%
CCn1c(=O)cc(OCC(=O)NCCCN2CC(C)CC(C)C2)c2ccccc21 (stereo unspecified)
  2%	3%	5%	-0.7%	4%	i	-2%	0%	14%	0%	-1.4%
COc1ccc(C2C(C(C)=O)=C(O)C(=O)N2CCN(C)C)cc1OC (stereo unspecified)
  -1%	-6%	2%	-1.5%	4%	.	1%	15%	-4%	7%	1.0%
Cc1onc(-c2ccccc2)c1C(=O)Nc1ccc2c(c1)OCO2
  -2%	18%	2%	-1.7%	-20%	.	10%	16µM*	2%	-5%	2.1%
Cc1ccc(N2CN=c3s/c(=C\c4ccccn4)c(=O)n3C2)cc1
  0%	-1%[7.66 µM]	0%	-0.5%	-18%	.	-16%[7.6 µM]	-1%[11.4 µM]	9%[11.4 µM]	1%	0.5%
CC(=O)Nc1ccc2nc(SCC(=O)O)sc2c1
  -3%	-12%	-2%	2.6%	1%	?	-5%	-2%	1%	0%[0.00368 µM]	0.4%
O=C(c1cccnc1)N1CCc2ccccc21
  -1%	7%	-2%	-1.7%	-22%	.	-4%	-14%	1%	-2%	0.0%
C=CCn1c(SCC(=O)NC2CCCCC2)nnc1C(C)NC(=O)c1cccs1 (stereo unspecified)
  0%	5%	1%	0.1%	-8%	i	-10%	-3%	?	1%	0.5%
Oc1ccc(N2CCN(C(c3cccs3)c3nnnn3CCc3ccccc3)CC2)cc1 (stereo unspecified)
  -2%	26%	1%	-4.8%	19%	i	-8%	-6%	?	-5%	-1.6%
Cc1ccc(O)c(N)c1
  -4%	.	.	-1.2%	-15%	.	-12%	-20%	-2%	-3%	-0.8%
N#Cc1c(NC(=O)CCC(=O)O)ccc2ccccc12
  -1%[11.5 µM]	.	3%[11.4 µM]	-7.0%[15.4 µM]	16%[11.5 µM]	i	1%[7.6 µM]	2%[11.4 µM]	12%[11.4 µM]	-1%[11.5 µM]	-0.5%[15.4 µM]
O=C(CCSc1ccccc1)Nc1ncccn1
  0%	-5%	-1%	-0.6%	-8%	i	-4%	-5%	1%	2%	-1.2%
CN1CCN(c2ncnc3ccc(-c4ccc(C(=O)N(C)C)cc4)cc23)CC1
  -2%	7%	1%[2.29 µM]	-1.2%	-17%	i	?	-3%	-3%	-3%	-3.3%
COc1cccc(C(c2sc3nc(C)nn3c2O)N2CCN(c3ccccc3F)CC2)c1 (stereo unspecified)
  -2%	.	1%	-1.5%	.	.	?	-14%	21%	1%	-1.9%
COc1cc2c(cc1OC)[C@@H]1C(=O)c3ccc4c(c3O[C@@H]1CO2)C=CC(C)(C)O4
  -7%	.	1%	3.1%	-28%	.	?	2%	20µM*	-4%	1.2%
COc1ccc(N2C(=O)CC(N3CCN(C4CCc5ccccc5C4)CC3)C2=O)cc1 (stereo unspecified)
  0%	6%	1%	-2.6%	-17%	i	-8%	409%	16%	1%	0.2%

# Additional records.
# Values run as follows: Caspase-1 inhib	USP2a inh	FLuc inh	BRCT inh green	ERK AVP block	A350 autofl	CRE Fsk mod	Tau fil binding	HEK293 cAMP ctrl	Casp7 inh	BRCT PPI red
CC(C)(C)c1ccc(S(=O)(=O)n2c(CN3CCOCC3)nc3ccccc32)cc1
  -2%	12%	4%	-2.2%	-13%	i	2%	2%	20%	2%	0.2%
CC(=O)c1ccc(N2C(=O)C3C(C2=O)C(C(=O)c2ccc(Cl)cc2)N2CCCC32)cc1 (stereo unspecified)
  -14%	46%[activator]	2%	6.9%	-23%	i	?	56%	7%	-20%	1.8%
CCCCN1CC(O)=C(c2nc3ccccc3s2)C1=N
  -2%	13%	-4%	-3.0%	18%	i	-1%	-20%	-20%	2%	-0.3%
COC(=O)c1c(NC(=O)CCCC(=O)O)sc(C)c1C
  -3%	-11%	1%	-1.8%	-3%	.	?	6%	11%	1%	0.6%
O=C(O)CC1C(=O)NCCN1C/C=C/c1ccccc1 (stereo unspecified)
  -2%	.	1%	0.0%	.	.	-3%	-19%	11%	-1%	-0.8%
Cc1ccc(C2NC(=O)NC(O)(C(F)(F)F)C2C(=O)c2ccccc2)o1 (stereo unspecified)
  1%	-2%	3%	0.3%	18%	i	-10%	-1%	1%	2%	0.7%
Cc1ccc2nc(-c3cccc(NC(=O)c4ccc5c(c4)OCCO5)c3)oc2c1
  -1%	37%[activator]	?	-0.1%	-5%	i	?	i	17%	1%	-0.2%
Cc1cccc(-c2ccc(C=Nc3c(C)n(C)n(-c4ccccc4)c3=O)o2)c1
  -10%	5%	-28%	-0.3%	-25%	i	6%	-6%	-19%	-8%	-1.9%
Cc1cc(C)cc(NC(=O)C2CCN(c3nc(C)cc(C)n3)CC2)c1
  0%	6%	-1%	-1.2%	-2%	i	-3%	-12%	20%	-2%	-0.5%
c1ccc(-c2nc(N3CCOCC3)c3ccccc3n2)nc1
  -1%	11%	3%	1.5%	?	i	?	-4%	5%	-1%	-1.2%
Cc1nc2c(=O)oc3ccccc3c2n1-c1ccccc1
  -1%	.	.	-0.8%	.	.	.	.	-11%	1%	0.9%
C=CCN1C(=O)CN=C1Nc1ccc(OC)cc1OC
  0%	10%	-8%	1.1%	-17%	i	8%	4%	-2%	0%	0.0%
COc1ccc(NC(=O)N2CCC3(CC2)CCN(C(=O)c2csnn2)CC3)cc1
  -1%	21%	2%[11.4 µM]	-5.3%	-16%	i	-1%	10%	18%	-2%	-3.8%
CC1(C)CC(=O)N(CC(=O)NC2CCCC2)c2ccccc2S1(=O)=O
  0%	.	-1%	-0.5%	7%	.	-2%	-6%	7%	1%	-1.3%
O=C(CSc1nnc(-c2ccco2)o1)N1CCOCC1
  0%	-6%	2%	-3.1%	20%	i	2%	-2%	8%	1%	-0.2%
